Pf Dd2 inh: P. falciparum Dd2 growth inhibitors, primary screen, SYBR Green fluorescence, single dose replicates. 72 h; stronger effect = lower value. activity change, % at 10 µM. 94,000 compounds, 2.3% hits; in the data active means activity change below about -80%; inconclusive means no clear call, values can overlap the other calls
C diff HTS: C. difficile growth inhibitors, primary screen, HTS | 86,000 compounds, 0.25% hits | Clostridium difficile clinical isolate growth, OD600, 24 h; stronger effect = lower value | growth activity, negative = inhibition, % at 16 µg/mL (by protocol);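 active means mean growth activity at or below -80% and every replicate also at or below -80%; inconclusive means mean at or below -80% but some replicate above -80%; inactive means mean growth activity above -80%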;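 further: 0% = DMSO wells and -100% = levofloxacin 16 µg/mL wells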
Tcruzi prolif: T. cruzi intracellular proliferation inhibitors, primary screen, cell-based, beta-gal Tulahuen parasites, NIH3T3 host, luminescence | 77,000 compounds, 5.9% hits | T. cruzi beta-gal in NIH3T3, GalScreen luminescence, 90 h | inhibition, % at 8.34 µM | AID 624255, 2012;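 active means mean inhibition above about 93%, with at least 55% of replicates each passing it, limit read from the data, passing the limit was not always enough; inconclusive means only one of those two conditions holds; inactive means neither condition holds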
KDM4C inh: inhibitors of GASC-1 (KDM4C) histone demethylase, primary screen, biochemical, single concentration HTS; Lysine-specific demethylase 4C (Homo sapiens), Q9H3R0; GST-KDM4C 2-372, H3K9me3 peptide, LANCE TR-FRET; inhibition, % at 12.5 µM; 96,000 compounds, 0.15% hits;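 active means mean replicate inhibition above about 25%, with at least 55% of replicates also reaching it, limit read from the data, passing the limit was not always enough; inconclusive means only one of those two conditions met; inactive means neither condition met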
Target sequence (Q9H3R0 2-372 limits assumed): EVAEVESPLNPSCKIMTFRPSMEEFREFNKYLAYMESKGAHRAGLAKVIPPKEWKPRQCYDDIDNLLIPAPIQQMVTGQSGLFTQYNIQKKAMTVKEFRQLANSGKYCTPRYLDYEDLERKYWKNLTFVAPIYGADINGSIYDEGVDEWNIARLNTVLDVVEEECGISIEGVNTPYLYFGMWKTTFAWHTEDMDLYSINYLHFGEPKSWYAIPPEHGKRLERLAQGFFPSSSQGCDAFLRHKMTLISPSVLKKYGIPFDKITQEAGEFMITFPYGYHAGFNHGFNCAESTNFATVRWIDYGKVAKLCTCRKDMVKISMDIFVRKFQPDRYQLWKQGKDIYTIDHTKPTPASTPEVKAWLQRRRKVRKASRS
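reagent = H3K9me3 peptide substrate, Fe(II), 2-oxoglutarate | system = GST-tagged GASC-1 (JMJD2C) catalytic fragment, aa 2-372 | amount = enzyme final amount 10 nM | read-out = Fall in 671/618 emission ratio as inhibition | medium = HEPES buffer, pH 7.5, plus ascorbate | schedule = 30 min reaction, 60 min detection, RT | measured by = LANCE TR-FRET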
* = called active by the depositor; ? = inconclusive; nt = not tested or not shown; & = joins results of further samples.

item | molecule | C diff HTS | Tcruzi prolif
1 | C[C@@H]1CN([C@H](C)CO)C(=O)c2cc(C#CC3(O)CCCC3)cnc2O[C@H]1CN(C)C(=O)CN(C)C | -3 | 36
2 | CCCC#Cc1ccc2c(c1)O[C@H](CN(C)S(=O)(=O)c1cccc(F)c1)[C@H](C)CN([C@H](C)CO)S2(=O)=O | 9 | 122*
3 | Cc1ccc(S(=O)(=O)N(C)C[C@@H]2Oc3ccc(NC(=O)CCN4CCOCC4)cc3C(=O)N([C@H](C)CO)C[C@H]2C)cc1 | -6 | -18
4 | COc1ccc(C#Cc2ccc([C@H]3[C@@H](CO)N4CCCCN(C)C[C@@H]34)cc2)cc1 | 0 | 74
5 | O=C(C[C@@H]1CC[C@H]2[C@@H](COC[C@H](O)CN2CCc2ccccc2)O1)NCc1ccccc1 | -9&-9 | 0
6 | COc1ccc(S(=O)(=O)N(C)C[C@H]2OCc3ccccc3-c3c(n(C)c4ccccc34)C(=O)N([C@H](C)CO)C[C@@H]2C)cc1 | nt | -13
7 | Cc1noc(C)c1S(=O)(=O)Nc1cccc2c1O[C@@H](CN(C)Cc1ccc(C(=O)O)cc1)[C@@H](C)CN([C@@H](C)CO)C2=O | -1 | -8
8 | Cc1ccc(S(=O)(=O)N(C)C[C@H]2Oc3ccc(NC(=O)Nc4c(C)noc4C)cc3C(=O)N([C@@H](C)CO)C[C@H]2C)cc1 | -1 | 32
9 | C[C@@H]1CN([C@H](C)CO)C(=O)c2cc(C#CC3CC3)cnc2O[C@H]1CN(C)Cc1ccccn1 | 0 | 3
10 | C[C@H]1CN([C@@H](C)CO)S(=O)(=O)c2ccc(Br)cc2O[C@@H]1CN(C)C(=O)C1CC1 | -5 | nt
11 | COc1ccccc1NC(=O)N1CC(=O)N2[C@@H](CO)[C@@H](c3ccc(C#Cc4ccccc4)cc3)[C@@H]2C1 | 1 | nt
12 | COc1ccc(-c2ccc3c(c2)O[C@H](CN(C)C)[C@@H](C)CN([C@H](C)CO)S3(=O)=O)cc1 | -5 | 32

item | KDM4C inh | Pf Dd2 inh
1 | 1.0 | 25
2 | 0.6 | -49
3 | 3.0 | -77
4 | -0.4 | 5
5 | 0.7 | -4
6 | -0.1 | 22
7 | 0.6 | 14
8 | 0.0 | -18
9 | 1.2 | -6
10 | -0.8 | 10
11 | 0.0 | 20
12 | 3.0 | 26

The list continues.
item | molecule | C diff HTS | Tcruzi prolif
13 | CNC[C@H]1Oc2ccc(NC(=O)C3CC3)cc2CC(=O)N([C@H](C)CO)C[C@@H]1C | -3 | 19
14 | CC=Cc1ccc2n(c1=O)C[C@H]1[C@H](CO)[C@@H](C(=O)NCc3ccncc3)N(Cc3cncnc3)[C@@H]21 (mixture of isomers) | -5 | 37
15 | C[C@@H]1CN([C@H](C)CO)C(=O)c2cccc(NC(=O)Nc3cccc4ccccc34)c2O[C@@H]1CN(C)S(=O)(=O)c1ccc(F)cc1 | 5 | 5
16 | O=C(CCN1CCCCC1)NCC[C@@H]1CC[C@H](NC(=O)Nc2ccc(Cl)cc2)[C@H](CO)O1 | 2 | -17
17 | CCCNC(=O)N1CC2(CCN(C(=O)C3CC3)CC2)c2c([nH]c3cc(OC)ccc23)[C@H]1CO | 1 | nt
18 | Cc1noc(C)c1S(=O)(=O)N(C)C[C@@H]1OCCCC[C@H](C)Oc2ccc(NC(=O)Nc3ccccc3)cc2C(=O)N([C@H](C)CO)C[C@H]1C | 9 | nt
19 | COc1ccccc1-c1cnc2c(c1)C(=O)N([C@H](C)CO)C[C@@H](C)[C@@H](CN(C)Cc1cncnc1)O2 | 2 | -20
20 | Cc1ccc(-c2cnc3c(c2)C(=O)N([C@H](C)CO)C[C@H](C)[C@@H](CN(C)C(=O)Cc2ccccc2)O3)cc1 | -14 | 28
21 | COc1ccc(S(=O)(=O)Nc2ccc3c(c2)C(=O)N([C@H](C)CO)C[C@H](C)[C@H](CN(C)Cc2ccc(C(F)(F)F)cc2)OCCCC[C@@H](C)O3)cc1 | 9 | 92
22 | C[C@H]1CN([C@@H](C)CO)C(=O)c2cc(-c3cncnc3)cnc2O[C@@H]1CN(C)Cc1cncnc1 | 1 | 40
23 | C[C@@H]1CCCCO[C@H](CN(C)S(=O)(=O)c2cccs2)[C@@H](C)CN([C@@H](C)CO)C(=O)c2cc(NS(=O)(=O)c3ccccc3)ccc2O1 | -8 | 86
24 | COc1ccc(CNC(=O)N(C)C[C@@H]2OCc3ccccc3-c3ccccc3C(=O)N([C@@H](C)CO)C[C@@H]2C)cc1 | -2 | 47

item | KDM4C inh | Pf Dd2 inh
13 | -0.8 | 12
14 | 1.0 | 13
15 | -3.5 | -72
16 | -0.6 | 0
17 | -1.3 | -26
18 | 0.0 | -83*
19 | -0.6 | 10
20 | 0.0 | -49
21 | -1.7 | 4
22 | 0.0 | 25
23 | 0.4 | -77
24 | 0.3 | 23

The listing continues.
item | molecule | C diff HTS | Tcruzi prolif
25 | COc1ccc(CN(C)C[C@@H]2Oc3ccc(NC(=O)Nc4ccc5c(c4)OCO5)cc3C(=O)N([C@H](C)CO)C[C@@H]2C)cc1 | 0 | -5
26 | CCN(C[C@@H]1N[C@@H](CO)[C@@H]1c1ccc(C2=CCCC2)cc1)C(=O)c1cccnc1 | -3 | 11
27 | CC(C)NC(=O)Nc1ccc2c(c1)C(=O)N([C@H](C)CO)C[C@@H](C)[C@H](CN(C)Cc1ccc(Oc3ccccc3)cc1)O2 | -8 | nt
28 | C[C@@H]1CN([C@H](C)CO)S(=O)(=O)c2ccc(/C=C/c3ccccc3)cc2O[C@H]1CN(C)C(=O)c1ccccc1 | 10 | 128*
29 | CN1CCN(C(=O)C[C@H]2C[C@H]3c4cc(NC(=O)CC5CC5)ccc4O[C@H]3[C@@H](CO)O2)CC1 | 2 | -5
30 | O=C(c1cccnc1)N1C[C@@H]2[C@H](c3ccccc31)[C@H](CO)N2CC1CCCC1 | 2 | 29
31 | O=C(C[C@@H]1C[C@H]2c3cc(NC(=O)NC4CCCC4)ccc3O[C@H]2[C@H](CO)O1)NCc1cc(F)ccc1F | 2 | 24
32 | Cc1noc(C)c1NC(=O)N(C)C[C@@H]1OCCCC[C@H](C)Oc2ccc(NS(=O)(=O)c3ccc(F)cc3)cc2C(=O)N([C@H](C)CO)C[C@@H]1C | 8 | 14
33 | N#C[C@@H]1[C@H](c2ccc(C#CC3CCCC3)cc2)[C@H](CO)N1C(=O)Nc1ccc(F)cc1 | -4 | 88
34 | C[C@@H]1CN([C@H](C)CO)C(=O)Cc2cc(NC(=O)Nc3ccc4c(c3)OCO4)ccc2O[C@H]1CN(C)Cc1ccc(Cl)c(Cl)c1 | 1 | 88
35 | CNC(=O)C[C@H]1CC[C@H]2[C@@H](COc3ccc(NC(=O)c4ccc(F)cc4)cc3C(=O)N2C)O1 | -5 | 0
36 | COc1ccc(S(=O)(=O)Nc2ccc3c(c2)C(=O)N([C@@H](C)CO)C[C@@H](C)[C@@H](CN(C)Cc2ccc4c(c2)OCO4)OCCCC[C@H](C)O3)cc1 | -7 | 79

item | KDM4C inh | Pf Dd2 inh
25 | 1.3 | 18
26 | 0.0 | -8
27 | -0.7 | -21
28 | nt | -79
29 | 0.0 | 13
30 | -1.9 | -11
31 | 1.0 | 5
32 | 1.0 | 3
33 | -3.9 | -67
34 | -1.1 | 11
35 | 2.9 | 11
36 | 0.2 | ?

(list continues)
item | molecule | C diff HTS | Tcruzi prolif
37 | O=C(C[C@H]1CC[C@@H](NC(=O)CN2CCOCC2)[C@@H](CO)O1)NCCc1ccccc1 | 5 | -18
38 | CCC(=O)N(C)C[C@H]1[C@H](c2ccc(-c3ccccc3F)cc2)[C@@H](CO)N1C(C)=O | -7 | 8
39 | C[C@H](CO)N1C[C@H](C)[C@H](CN(C)C(=O)Nc2cccc(F)c2)Oc2cc(/C=C/c3ccccc3)ccc2S1(=O)=O | 6 | 124*
40 | C[C@@H]1CCCCO[C@H](CN(C)S(C)(=O)=O)[C@H](C)CN([C@H](C)CO)C(=O)c2cc(N(C)C)ccc2O1 | -3 | 47
41 | O=C(N[C@@H]1CC[C@@H](CCn2cc(-c3ccccc3)nn2)O[C@H]1CO)c1cnccn1 | -9 | 27
42 | COCC#Cc1ccc2c(c1)O[C@H](CN(C)C)[C@H](C)CN([C@@H](C)CO)S2(=O)=O | -1 | 10
43 | CC(C)NC(=O)Nc1ccc2c(c1)CC(=O)N([C@@H](C)CO)C[C@H](C)[C@@H](CN(C)Cc1ccc(C(=O)Nc3ccccc3N)cc1)O2 | 4 | 17
44 | COc1ccc2c3c(n(C)c2c1)[C@H](CO)N(Cc1cc(F)ccc1F)CC31CN(C(C)=O)C1 | 0 | nt
45 | CC(C)NC(=O)Nc1ccc2c(c1)C(=O)N([C@@H](C)CO)C[C@@H](C)[C@H](CN(C)S(=O)(=O)c1cn(C)cn1)O2 | -4 | -26
46 | C[C@H](CO)N1C[C@H](C)[C@H](CN(C)S(=O)(=O)c2ccc(F)cc2)Oc2cc(C3=CCCC3)ccc2S1(=O)=O | 14 | 118*
47 | C[C@@H]1CN([C@H](C)CO)C(=O)c2cc(NC(=O)Cn3cnnn3)ccc2O[C@@H]1CN(C)Cc1ccc(Oc2ccccc2)cc1 | -20 | 93
48 | O=C(Nc1cc(Cl)cc(Cl)c1)N[C@H]1CC[C@H](CCNS(=O)(=O)c2cccc(F)c2)O[C@H]1CO | 25 | 176*

item | KDM4C inh | Pf Dd2 inh
37 | 0.4 | 11
38 | -2.5 | 12
39 | -1.4 | -76
40 | 8.0 | -19
41 | -2.1 | -6
42 | 0.7 | 6
43 | -1.5 | -55
44 | -3.9 | -77
45 | -0.6 | 24
46 | -1.1 | -30
47 | 0.8 | -6
48 | -0.5 | 5

Complete entries, looked up by structure. Values in the order: C diff HTS	Tcruzi prolif	KDM4C inh	Pf Dd2 inh
Entry for CCC(=O)N(C)C[C@H]1[C@H](c2ccc(-c3ccccc3F)cc2)[C@@H](CO)N1C(C)=O : -7	8	-2.5	12
Entry for COc1ccc(C#Cc2ccc([C@H]3[C@@H](CO)N4CCCCN(C)C[C@@H]34)cc2)cc1 : 0	74	-0.4	5
Entry for C[C@H](CO)N1C[C@H](C)[C@H](CN(C)S(=O)(=O)c2ccc(F)cc2)Oc2cc(C3=CCCC3)ccc2S1(=O)=O : 14	118*	-1.1	-30
Entry for CC=Cc1ccc2n(c1=O)C[C@H]1[C@H](CO)[C@@H](C(=O)NCc3ccncc3)N(Cc3cncnc3)[C@@H]21 (mixture of isomers) : -5	37	1.0	13
Entry for O=C(C[C@@H]1CC[C@H]2[C@@H](COC[C@H](O)CN2CCc2ccccc2)O1)NCc1ccccc1 : -9&-9	0	0.7	-4

The listing continues.
item | molecule | C diff HTS | Tcruzi prolif
49 | C[C@@H]1CN([C@@H](C)CO)C(=O)c2cc(-c3ccc(C#N)cc3)cnc2O[C@@H]1CN(C)Cc1cccnc1 | 3 | -16
50 | C[C@@H]1CN([C@@H](C)CO)C(=O)c2cc(C#Cc3ccc(F)cc3)cnc2O[C@H]1CN(C)C(=O)c1ccccc1F | -1 | 62
51 | CCCNC(=O)Nc1ccc2c(c1)C(=O)N(C)C[C@@H](OC)[C@@H](C)CN(C(C)=O)[C@H](C)CO2 | nt | 21
52 | Cc1ccc(S(=O)(=O)Nc2ccc3c(c2)C(=O)N([C@H](C)CO)C[C@@H](C)[C@H](CN(C)C(=O)Nc2cccc4ccccc24)OCCCC[C@@H](C)O3)cc1 | -4 | 83
53 | O=C(C[C@@H]1C[C@@H]2c3cc(NC(=O)CC4CC4)ccc3O[C@@H]2[C@H](CO)O1)NCCc1ccccc1 | -46 | 17
54 | C[C@@H]1CN([C@H](C)CO)C(=O)c2cc(NC(=O)CCC(F)(F)F)ccc2O[C@@H](C)CCCCO[C@H]1CN(C)C(=O)Nc1cccc2ccccc12 | -1 | 62
55 | CO[C@H]1CN(C)C(=O)c2ccc(NC(=O)c3cc(C)on3)cc2OC[C@H](C)N(C(C)=O)C[C@@H]1C | -5 | nt
56 | C[C@@H]1CN([C@H](C)CO)C(=O)Cc2cc(NC(=O)Cn3cnnn3)ccc2O[C@H]1CN(C)C(=O)NC1CCCCC1 | -2 | -20
57 | C[C@H](CO)N1C[C@H](C)[C@@H](CN(C)S(=O)(=O)c2cccs2)Oc2ccc(NC(=O)CCCCCC(=O)Nc3ccccc3N)cc2C1=O | nt | -40

item | KDM4C inh | Pf Dd2 inh
49 | -0.7 | 37
50 | -1.4 | -36
51 | -0.2 | 11
52 | -1.6 | -67
53 | -1.7 | 6
54 | -0.4 | -69
55 | 0.4 | 10
56 | 0.2 | 7
57 | -0.4 | -11
